Assay outcomes deposited in PubChem BioAssay by several laboratories.
DAX1 inh-1: inhibitors of human orphan nuclear receptor DAX1 (NR0B1); inhibition, % at 6.75 µM; HEK293 Gal4-DAX1 luciferase reporter, luminescence; P51843; AID 504766; hit rate 0.99% among 340,000;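 active = inhibition above the mean over all tested compounds plus 3 SD, cut at about 4.2% in these data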;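 also: 0% = DAX1-transfected cells with DMSO and 100% = empty-vector control cells with DMSO; inhibition shows as a rise in luminescence from relieved DAX1 repression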
hcDAF12 agonist: H. contortus DAF-12 activation, primary screen | HEK293 hcDAF-12 lit1-tk-luc reporter, luminescence; 0% DMSO, 100% Δ7-dafachronic acid | activation, % at 6.8 µM | hit rate 1.4% among 370,000;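 active = activation above the mean of all tested compounds plus 3 SD, cut at about 5.5% in these data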;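 also: 100% = response to 3 µM Δ7-dafachronic acid high control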
hgDAF12 agonist: agonists of H. glycines DAF-12 nuclear receptor; HEK293 GAL4-hgDAF12 UAS-luciferase reporter, agonist luminescence; normalized to butyrate control; activation, % at 6.8 µM; hit rate 1.8% among 370,000;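 active = activation above a cutoff set at the mean of all screened compounds plus 3 SD, cut at about 10% in these data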;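 also: 0% = DMSO wells and 100% = sodium butyrate wells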
DAX1 inh-2: DAX1 (NR0B1) inhibition, primary screen. HEK293T StAR-luciferase reporter, SF-1/DAX-1 repression relief. inhibition, % at 6.8 µM. hit rate 1.1% among 370,000. AID 652010;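 active = inhibition above the mean over all tested compounds plus 3 SD, cut at about 3.6% in these data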;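 also: 0% = DAX-1 cells with DMSO and 100% = cells lacking DAX-1 with DMSO; higher inhibition means more luminescence from relief of DAX-1 repression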
GC-B act: GC-B (human) receptor activation; hit rate 0.11% among 370,000; P20594; HEK293-GC-B cells, CNP EC30, cGMP TR-FRET; 0% at EC30 CNP, 100% saturating CNP; AID 1920062; activation, % at 10 µM;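 active = activation at 10 µM reaching about 35% in either raw or pattern-adjusted values, limit read from the data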
ssDAF-12 act: S. stercoralis DAF-12 activation, primary screen; HEK293 ssDAF-12/GRIP1 lit1-tk-luc reporter, luminescence; % of 3 µM dafachronic acid response; activation, % at 6.8 µM; hit rate 1% among 370,000; AID 652126;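 active = activation above the mean over all tested compounds plus 3 SD, cut at about 0.9% in these data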;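 also: 0% = DMSO-only wells and 100% = 3 µM delta7-dafachronic acid wells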
ADAM10 inh: ADAM10 inhibition, QFRET primary screen; O14672; recombinant ADAM10, EDANS/DABCYL FRET peptide cleavage, 3 h; inhibition, % at 7 µM; hit rate 0.62% among 370,000;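 active = inhibition above a per-campaign cutoff equal to the mean of compounds falling between control-based bounds plus 3 SD, cut at about 20% in these data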;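 also: 0% = DMSO wells while the 100% control is not disclosed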
GC-A act: GC-A (human) enzyme activation; P16066; HEK293 GC-A cells, cGMP TR-FRET, EC30 ANP; 0% at EC30 ANP, 100% saturating ANP; activation, % at 10 µM; hit rate 0.14% among 370,000; in the data active = activation above about 40%
Target sequence (P16066 whole entry, looked up): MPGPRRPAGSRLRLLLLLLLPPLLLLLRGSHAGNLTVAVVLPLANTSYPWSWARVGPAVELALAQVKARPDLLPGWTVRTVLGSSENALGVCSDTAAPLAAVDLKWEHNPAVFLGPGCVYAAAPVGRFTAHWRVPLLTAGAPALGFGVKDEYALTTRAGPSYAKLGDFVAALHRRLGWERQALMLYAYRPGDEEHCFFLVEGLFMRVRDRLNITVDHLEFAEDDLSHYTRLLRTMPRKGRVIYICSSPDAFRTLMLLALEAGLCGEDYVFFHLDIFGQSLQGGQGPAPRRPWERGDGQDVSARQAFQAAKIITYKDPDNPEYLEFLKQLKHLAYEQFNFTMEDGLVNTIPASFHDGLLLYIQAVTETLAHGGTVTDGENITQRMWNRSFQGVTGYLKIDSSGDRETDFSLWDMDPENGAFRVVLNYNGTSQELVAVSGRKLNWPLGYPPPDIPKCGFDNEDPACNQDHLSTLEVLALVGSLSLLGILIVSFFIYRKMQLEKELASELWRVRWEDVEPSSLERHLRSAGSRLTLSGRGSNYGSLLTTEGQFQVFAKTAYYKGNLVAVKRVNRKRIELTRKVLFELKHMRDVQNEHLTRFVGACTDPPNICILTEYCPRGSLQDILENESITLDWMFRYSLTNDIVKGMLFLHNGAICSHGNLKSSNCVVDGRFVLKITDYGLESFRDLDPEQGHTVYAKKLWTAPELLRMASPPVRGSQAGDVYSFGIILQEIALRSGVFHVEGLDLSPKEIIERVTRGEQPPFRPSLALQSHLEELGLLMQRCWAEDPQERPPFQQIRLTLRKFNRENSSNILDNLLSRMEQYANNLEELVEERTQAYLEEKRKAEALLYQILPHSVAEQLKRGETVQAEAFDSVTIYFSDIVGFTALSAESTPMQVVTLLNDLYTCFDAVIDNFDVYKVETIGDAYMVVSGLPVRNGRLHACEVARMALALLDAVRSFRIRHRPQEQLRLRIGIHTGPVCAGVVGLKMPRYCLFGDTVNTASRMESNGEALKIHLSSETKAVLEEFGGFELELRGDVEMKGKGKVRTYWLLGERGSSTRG
sPLA2-III inh: Blocks human group III sPLA2 activity; QFRET BODIPY PC-A2 liposome hydrolysis, fluorescence; Q9NZ20; AID 743126; hit rate 0.56% among 370,000; inhibition, % at 12.2 µM;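 active = inhibition above mean plus 3 SD of compounds lying within the high and low control bounds, cut at about 19% in these data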;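 also: 0% = median of test compound wells and 100% = no enzyme DMSO wells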
FXN GAA850 act: frataxin GAA850 promoter activation; HEK293 lucGAA850 FXN promoter luciferase reporter, 24 h; percent of 10 µM SAHA response; activation, % at 6 µM; hit rate 0.56% among 360,000;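 active = activation above the average of all compounds screened plus 3 SD, cutoff fixed separately per campaign, cut at about 7.5% in these data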;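 also: 0% = DMSO wells and 100% = 10 µM SAHA wells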
SMARCA2 activ: activators of SMARCA2 function; activation, % at 9.1 µM; MG213 cells, MMTV-luciferase reporter, dexamethasone, overnight; hit rate 1% among 370,000; in the data active = activation above about 7.8%;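 also: 0% = vehicle wells and 100% = reference activator wells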
An asterisk follows results filed as active; i = inactive; · = no result given. No enrichment for hits (roughly 6.6% active in at least one column).

#	structure	hgDAF12 agonist	ADAM10 inh	GC-A act	hcDAF12 agonist	GC-B act	FXN GAA850 act
1	CCC(C)NC(=O)c1ccc2c(c1)S(=O)(=O)c1ccccc1C2=O (centres undefined)	-0.6	2	-2	-1.1	1	4.1
2	COCCNC(=O)C(=O)N/N=C(\C)CC(=O)Nc1ccc2c(c1)OCO2	1.3	-8	0	0.7	3	-1.8
3	O=C(COC(=O)CNC(=O)c1ccccc1F)Nc1ccc2[nH]c(=O)[nH]c2c1	-1.1	-2	0	2.8	2	0.5
4	CC1(C)Cc2c(sc3nc(-c4ccccc4)oc(=O)c23)CO1	0.1	2	-5	0.9	0	3.5
5	COc1ccc(C(C(=O)NC2CCCCC2)N(C(=O)c2sc(C)nc2C)c2ccc(C(C)=O)cc2)cc1 (centres undefined)	-0.1	-2	-4	-1.7	0	2.8
6	CC(=O)N1CCN(C(=O)c2ccc(NS(=O)(=O)c3ccc4c(c3)OCCO4)cc2)CC1	-0.5	6	-3	-0.6	-4	1.4
7	C=CCn1c(=NC(=O)CN2C(=O)CCC2=O)sc2cc(S(N)(=O)=O)ccc21	3.4	-1	3	2.4	8	3.8
8	O=C(Nc1ncccc1O)c1ccc(S(=O)(=O)N2CCCCCC2)cc1	11*	6	2	3.3	3	3.8
9	CCOC(=O)C1=CC[C@@H](c2cccc(Br)c2)N(S(=O)(=O)c2ccc(F)cc2)[C@H]1c1cccc(Cl)c1	-0.6	-2	-3	0.2	1	·
10	Cc1c(NC(=O)c2ccc3c(c2)C(=O)N(Cc2ccco2)C3=O)cccc1C(=O)O	-1.0	0	-1	0.0	2	0.3
11	O=c1oc2ccccc2c(O)c1/C=N/c1ccccn1	-0.2	3	0	-1.7	6	0.0
12	Cc1ccc(OCC(=O)N/N=C2/SCC(=O)N2Cc2ccccc2)cc1	1.6	2	1	-3.8	-5	1.3

#	DAX1 inh-1	DAX1 inh-2	ssDAF-12 act	SMARCA2 activ	sPLA2-III inh
1	0.0	0.4	-1.3	-1	8
2	1.9	0.7	-0.3	-4	6
3	-1.1	-0.1	-1.1	2	-1
4	3.1	0.0	-0.5	0	-3
5	-0.7	-0.5	-1.1	1	-6
6	-0.3	-0.1	-1.2	-1	-2
7	1.4	0.3	-1.2	6	-4
8	1.6	6.8*	-1.0	0	-11
9	·	1.5	-1.1	-5	9
10	2.1	0.7	-0.6	-1	-3
11	0.1	0.5	-1.0	-4	-5
12	-0.8	-0.2	-1.2	-1	-13

(cont.)
#	structure	hgDAF12 agonist	ADAM10 inh	GC-A act	hcDAF12 agonist	GC-B act	FXN GAA850 act
13	COc1cc(Cn2c3ccc(NC(=O)CCc4cccnc4)cc3c(=O)n2C)ccc1F	-1.9	i	3	-2.2	3	0.6
14	Cc1cc(C)cc(NC(=O)CCc2c(C)nn(-c3ccc(N4CCOCC4)nn3)c2C)c1	4.7	1	-4	-1.1	-4	0.9
15	NNC(=O)Cn1nnc(-c2ccc(C(F)(F)F)cc2)n1	2.0	12	5	1.0	3	1.1
16	Cc1cccc(OCCn2c(S(=O)(=O)O)nc3ccccc32)c1	-1.8	0	2	-1.5	4	0.0
17	COc1cccc(N2CC(NS(=O)(=O)c3cccs3)CC2=O)c1 (centres undefined)	-0.8	-10	-2	-0.2	-2	1.7
18	COC(=O)c1ccc(CSc2nnc(C)n2N)o1	0.3	0	1	15*	-2	2.2
19	COc1ccccc1Nc1c2c(nc3ccccc13)CCC2	-0.6	6	-8	-3.4	-4	-4.3
20	CCn1c2ccccc2c2cc(NC(=O)c3cc(OC)c(OC)c(OC)c3)ccc21	-2.8	2	-14	-0.9	-6	1.6
21	COc1nc(OC)nc(N2CCC(C(=O)NC3CCCCCC3)CC2)n1	-0.3	-1	1	0.3	5	2.3
22	Cc1ccc(-c2cc(-c3nnc(SCC(=O)NC4CCCCC4)n3N)[nH]n2)cc1	0.9	0	-1	0.8	-7	·
23	CC(=O)C[C@H](O)CC(=O)[C@H]1OC(=O)CC/C=C\Cc2ccccc21	3.6	3	0	-0.5	8	-0.4
24	O=C(CCNC(=O)c1ccco1)NCc1ccccc1	2.2	0	1	0.4	8	1.2

#	DAX1 inh-1	DAX1 inh-2	ssDAF-12 act	SMARCA2 activ	sPLA2-III inh
13	·	-0.8	-1.0	-3	8
14	0.1	0.3	-0.5	2	-2
15	·	-0.2	0.9*	0	-8
16	0.4	-0.2	-1.7	2	-37
17	2.0	-1.4	-0.8	-1	5
18	1.0	0.0	-0.5	-2	9
19	-4.6	-1.2	-1.5	1	-1
20	-2.3	1.5	-0.7	0	5
21	-0.6	-0.2	-1.7	-2	4
22	·	1.1	-0.4	-3	0
23	1.3	0.0	-0.6	-2	-2
24	-0.6	0.5	-1.0	0	9

Next compounds.
#	structure	hgDAF12 agonist	ADAM10 inh	GC-A act	hcDAF12 agonist	GC-B act	FXN GAA850 act
25	CC(C)(C)C1CCc2onc(C(=O)N3CCOCC3)c2C1 (centres undefined)	-4.0	3	3	-0.6	-2	2.3
26	CCN(Cc1ccccc1)C(=O)c1cc(COc2c(F)cccc2F)on1	-2.8	-2	0	-1.1	3	1.9
27	Cc1cc(NC(=O)CSC2=Nc3ccccc3C3=NC(Cc4ccccc4)C(=O)N23)n[nH]1 (centres undefined)	-2.4	-39	-3	-0.5	-1	-1.5
28	COc1ccccc1/C=C/C(=O)OCCN1CCOCC1	2.3	-34	1	0.9	1	4.7
29	COc1ccc(C(C(=O)NC(C)(C)C)N(C(=O)CCC(=O)Nc2cc(C)on2)c2cc(C)cc(C)c2)cc1 (centres undefined)	0.8	-10	-32	0.6	-10	-3.8
30	O=c1c2ccccc2[nH]c(=S)n1CC1CCCO1 (centres undefined)	1.1	4	-2	-1.3	-8	0.0
31	OCCCNCc1ccc(N(c2ccccc2)c2ccccc2)cc1	-1.9	-9	-7	-0.4	-4	-0.3
32	CNC(=O)c1c(O)c2cccc3c2n(c1=O)CCC3	-1.2	-15	-2	-0.4	-6	1.1
33	c1ccc(N2CCN(c3nc(NCc4ccco4)c4ccccc4n3)CC2)cc1	0.6	-12	4	-1.2	-5	4.4
34	CC(=O)N(C(C)=O)N1C(=O)C2C3c4ccccc4C(c4ccccc43)C2C1=O (centres undefined)	-0.3	-1	-1	-1.6	-7	-1.9
35	Cc1cccc(N2C(=O)CC(SC(N)=Nc3ccccc3)C2=O)c1 (centres undefined)	-4.1	5	-5	-1.1	1	-1.1
36	COc1ccc(NS(=O)(=O)c2cccc(C(=O)NNC(=O)c3cccc(NC(C)=O)c3)c2)cc1	-0.4	-7	-1	1.2	-1	0.6

#	DAX1 inh-1	DAX1 inh-2	ssDAF-12 act	SMARCA2 activ	sPLA2-III inh
25	0.0	-0.3	-1.8	-1	-4
26	1.5	0.3	-1.5	-3	6
27	0.7	-1.2	-0.6	-4	-2
28	-1.1	0.0	-0.8	3	-4
29	-0.2	-0.3	-1.3	-2	-1
30	1.6	0.0	-1.3	3	4
31	5.9*	-0.3	-1.2	-2	10
32	3.4	0.1	-1.2	-1	1
33	-0.7	-0.4	-2.0	2	-11
34	2.7	-0.2	-1.4	-4	7
35	1.1	-0.2	-1.5	-2	-28
36	-1.0	-0.7	-0.9	-3	-6

Along the list, from the results shown.
GC-A act, compounds 9–13: -3, -1, 0, 1, 3

The results go on.
#	structure	hgDAF12 agonist	ADAM10 inh	GC-A act	hcDAF12 agonist	GC-B act	FXN GAA850 act
37	Cc1ccc(S(=O)(=O)N2CCN(C(=O)COC(=O)CCOc3ccccc3C)CC2)cc1	1.2	3	-1	0.6	-4	-0.4
38	CCNC(=O)CN(c1ccc(Br)c(C)c1)S(C)(=O)=O	-2.1	-5	3	0.0	7	2.5
39	CCOC(=O)CSc1nnc(CNC(=O)c2ccc(S(=O)(=O)N3CCOCC3)cc2)n1C	1.3	4	0	-1.2	0	1.7
40	CC(c1ccccc1)N1CC(C(=O)N2CCN(c3ccc(F)cc3)CC2)CC1=O (centres undefined)	-1.1	4	-2	-1.4	0	-1.3
41	NNC(=O)[C@@H]1C[C@@H]1c1ccccc1	-0.3	-4	2	-1.4	0	2.2
42	C/[N+]([O-])=C\c1coc2ccccc2c1=O	-1.1	7	0	-1.3	6	0.1
43	Cc1ccc2cc(/C=C3\N=C(c4ccccc4)OC3=O)c(N3CCOCC3)nc2c1	0.7	-8	-5	0.3	0	·
44	COC(=O)c1cc(C(=O)OC)[nH]n1	-2.4	-1	0	-0.1	1	-0.1
45	COc1ccc(/C=C(/NC(=O)c2ccccc2)c2nc3ccccc3[nH]2)cc1OC	-0.5	-14	-4	-0.6	5	0.3
46	O=C(Nc1ccc(N2CCOCC2)cc1N1CCOCC1)c1ccccc1	-1.8	-12	-2	0.5	-1	0.1
47	CCC1CCCCN1C(=O)CSc1nc(N)c(NC(=O)c2ccco2)c(=O)[nH]1 (centres undefined)	-0.4	-17	0	0.0	2	-1.6

#	DAX1 inh-1	DAX1 inh-2	ssDAF-12 act	SMARCA2 activ	sPLA2-III inh
37	-2.0	0.2	-1.1	1	-13
38	1.4	0.6	-0.8	-1	-1
39	-0.2	0.7	-1.3	3	1
40	-0.4	0.6	-1.0	-2	-2
41	-0.4	0.2	-0.1	-2	-1
42	0.8	0.5	-1.2	0	1
43	·	-0.7	-1.0	-5	-1
44	-1.0	-0.4	-1.6	2	-1
45	0.3	-1.2	-0.9	-3	3
46	-0.6	-1.9	-1.4	-1	-1
47	1.2	-0.1	-1.8	-4	-1

Compounds above containing fluorine (6):
#	structure	hgDAF12 agonist	ADAM10 inh	GC-A act	hcDAF12 agonist	GC-B act	FXN GAA850 act
3	O=C(COC(=O)CNC(=O)c1ccccc1F)Nc1ccc2[nH]c(=O)[nH]c2c1	-1.1	-2	0	2.8	2	0.5
9	CCOC(=O)C1=CC[C@@H](c2cccc(Br)c2)N(S(=O)(=O)c2ccc(F)cc2)[C@H]1c1cccc(Cl)c1	-0.6	-2	-3	0.2	1	·
13	COc1cc(Cn2c3ccc(NC(=O)CCc4cccnc4)cc3c(=O)n2C)ccc1F	-1.9	i	3	-2.2	3	0.6
15	NNC(=O)Cn1nnc(-c2ccc(C(F)(F)F)cc2)n1	2.0	12	5	1.0	3	1.1
26	CCN(Cc1ccccc1)C(=O)c1cc(COc2c(F)cccc2F)on1	-2.8	-2	0	-1.1	3	1.9
40	CC(c1ccccc1)N1CC(C(=O)N2CCN(c3ccc(F)cc3)CC2)CC1=O (centres undefined)	-1.1	4	-2	-1.4	0	-1.3

#	DAX1 inh-1	DAX1 inh-2	ssDAF-12 act	SMARCA2 activ	sPLA2-III inh
3	-1.1	-0.1	-1.1	2	-1
9	·	1.5	-1.1	-5	9
13	·	-0.8	-1.0	-3	8
15	·	-0.2	0.9*	0	-8
26	1.5	0.3	-1.5	-3	6
40	-0.4	0.6	-1.0	-2	-2
